Source: PubChem (Fisher Drug Discovery Resource Center)
NPYLR7 agonist: activates Aedes aegypti NPYLR7 receptor; hit rate 0.15% among 270,000; activation, % at 10 µM; HEK293T NPYLR7/Galpha15, GCaMP6s calcium fluorescence; AID 1259423; in the data active = activation above about 40%;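 note: 0% = vehicle and 100% = reference agonist at the receptor; some compounds past the cut are filed as inactive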
hcGAS lum: blocks human cGAS activity; Q8N884; recombinant h-cGAS, ATP depletion, Kinase-Glo luminescence; inhibition, % at 12.5 µM; hit rate 0.081% among 290,000; AID 1259398;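 note: 0% = vehicle reaction and 100% = reaction without DNA for no activity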
Target sequence (Q8N884 whole entry, looked up): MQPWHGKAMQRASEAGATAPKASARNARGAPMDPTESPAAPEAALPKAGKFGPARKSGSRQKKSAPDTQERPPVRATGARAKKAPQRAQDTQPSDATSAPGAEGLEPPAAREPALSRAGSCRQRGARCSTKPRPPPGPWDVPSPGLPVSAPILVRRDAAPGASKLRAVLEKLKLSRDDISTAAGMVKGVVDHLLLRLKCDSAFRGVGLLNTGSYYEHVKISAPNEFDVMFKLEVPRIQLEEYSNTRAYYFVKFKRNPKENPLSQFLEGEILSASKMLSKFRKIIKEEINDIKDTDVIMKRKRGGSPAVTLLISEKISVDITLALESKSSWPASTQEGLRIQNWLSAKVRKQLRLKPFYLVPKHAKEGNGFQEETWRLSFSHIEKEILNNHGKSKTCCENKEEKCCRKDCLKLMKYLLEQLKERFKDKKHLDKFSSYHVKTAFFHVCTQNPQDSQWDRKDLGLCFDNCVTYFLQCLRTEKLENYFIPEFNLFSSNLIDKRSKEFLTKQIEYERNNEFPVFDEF
mcGAS lum: inhibitors of mouse cGAS. Q8C6L5. recombinant cGAS, Kinase-Glo ATP depletion luminescence. inhibition, % at 12.5 µM. hit rate 0.15% among 160,000;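 note: 0% = negative control wells and 100% = reference inhibitor with no enzyme activity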
* hit, by the source's call; · = not tested or not shown; & = joins results of further samples. Cut-off read from the data, not from the text of the source, unless noted: active = inhibition above about 40%; inactive = the rest.

Values run as follows: hcGAS lum	mcGAS lum	NPYLR7 agonist
1	O=C(CSc1ncn[nH]1)NCCSc1ccc(Cl)cc1
    -16.4	·	11.7
2	CCc1cnc(CN(C)C(=O)NC2CCN(c3ccccc3)C2)s1 (stereo not given)
    -4.0	·	-21.6
3	N#Cc1ccc(S(=O)(=O)N2CCN(C(=O)c3ccc4c(c3)OCO4)CC2)cc1
    -1.6	·	2.1
4	CCCNc1ccccc1C(=O)N1CCN(C(=O)c2ccccc2)CC1
    -5.9	·	-1.7
5	CC1=C(C(=O)OCCc2ccccc2)C(c2ccc(C)s2)NC(=O)N1C (stereo not given)
    -0.9	-3.9	-3.1
6	N#CC1C(=N)OC2=C(C(=O)CCC2)C1c1ccncc1 (stereo not given)
    -4.1	-5.6	-14.0
7	COc1cccc(-c2cnc(-c3ccc(CNC(=O)/C=C/c4ccccc4Cl)cc3)[nH]2)c1
    4.3	-3.2	-6.4
8	CCS(=O)(=O)NCc1nnc(SCc2ccc(F)cc2)n1-c1cc(Cl)ccc1C
    -0.7	-2.8	19.0
9	CC(=NNc1nc(C)cc(C)n1)c1ccc(Cl)s1
    -6.0	·	-1.5
10	O=C(Nc1cccc(-c2cccc(-c3ccc4c(c3)OCCO4)n2)c1)c1c(F)cccc1F
    -1.6	-6.3	0.1
11	CCN(CC)S(=O)(=O)N1CCN(Cc2cn3cc(Cl)ccc3n2)CC1
    -9.8	·	5.3
12	CCS(=O)(=O)Nc1ccc(N)cc1C
    -5.2	-6.3	9.3
13	Cc1cccc(CN2CCN(Cc3cccc4cnccc34)CC2)c1
    -3.5	·	-0.9
14	COc1ccc(-c2c[n+]3c(n2-c2ccc(C)cc2)CCCCC3)cc1
    -1.7	·	-10.8
15	COc1ccc(OC)c(NC(=O)CCN2C(=O)c3ccccc3C2=O)c1
    -5.9	-8.4	-11.2
16	Cc1ccc(-n2[nH]c(C(C)C)c(-c3ccc(NC(=O)c4ccco4)cc3)c2=O)cc1
    2.5	-3.6	16.2
17	COc1ccc(Br)cc1C=CC(=O)N1CCC(O)(c2ccccc2)CC1
    -5.8	-2.4	0.8
18	COC(=O)C1CCN(C(=O)c2ccc(-c3cc(-c4ccc(Cl)cc4)[nH]n3)cc2)CC1
    -8.4	-7.8	-2.7
19	Cc1nc(N2CCCC2)[nH]c(=O)c1CC(=O)NCCC12CC3CC(CC(C3)C1)C2
    -8.6	-12.9	8.4
20	O=C1CSC(c2ccc(NS(=O)(=O)c3ccc(Br)cc3)cc2)N1c1ccc(F)cc1 (stereo not given)
    -5.5	-4.8	13.4
21	CCC(CC)C(=O)N(C)c1c(C)nc2c(OCc3ccccc3OC)cccn12
    -7.3	-2.8	7.8
22	Cc1ccc(-n2c(SCc3nc(C(=O)N4CCN(c5ccc([N+](=O)[O-])cc5)CC4)cs3)nnc2-c2ccccc2Cl)cc1
    -8.3	-4.9	0.3
23	Cc1cnc(C)c(N2CCN(Cc3nc(-c4sccc4C)oc3C)CC2)n1
    -2.0&-6.6	-11.0	7.5&12.4
24	Cc1cccc(OCc2nc(CN(CCN(C)C)C(=O)c3ccc(Cl)cc3)cs2)c1C
    -6.2	-4.4	16.7
25	c1nc(NC2CCCCC2)c2nc3n(c2n1)CCCCC3
    2.4	·	7.1
26	O=C(CSc1nc2c(c(=O)n1-c1ccc(OC(F)(F)F)cc1)SCC2)Nc1nccs1
    -9.7	-7.2	-1.7
27	COc1nn(C(C)C(=O)NNC(=S)NCc2ccc(Cl)cc2)cc1[N+](=O)[O-] (stereo not given)
    3.4	-3.6	-0.4
28	CCNc1ncc2nc(C(=O)O)c(=O)n(CC)c2n1
    -4.3	·	8.7
29	Cc1cccc(-c2n[nH]c(=S)o2)c1
    0.5	-1.1	-0.1
30	O=C(NCC1(c2cccc(C(F)(F)F)c2)CCCC1)Nc1nncs1
    -5.6	·	11.2
31	Cc1nc(CCNC(=O)Cc2c[nH]c3cc(F)ccc23)cs1
    -1.1	·	0.4
32	Cc1ccsc1/C=C1/CCn2c1nc1cc(C(=O)O)ccc1c2=O
    -6.2	-13.5	14.1
33	CC(C)c1onc(C(=O)NC(C)(C)C)c1[N+](=O)[O-]
    3.2	1.1	8.6
34	O=C(c1cccc(OCC(F)(F)F)n1)N1CCc2[nH]ncc2C1
    -14.9	-6.6	-1.3
35	COC(=O)Cn1c(=O)c2c(nc3n2CCCN3c2ccc(Cl)cc2)n(C)c1=O
    -2.6	-6.1	·
36	C=C(C)Cn1c(=O)c2c(nc3n2CC(C)CN3c2ccccc2)n(C)c1=O (stereo not given)
    -12.6	·	-0.2
37	Cc1ncc(Cl)c(C(=O)NC2CCC(C)(C)c3ccccc32)n1 (stereo not given)
    2.3	·	-29.1
38	Cc1ccc(C2(O)CCN(Cc3cc4c(cc3Cl)OCO4)CC2)nc1
    -3.7	·	15.5
39	CC(C)c1c(C(=O)NCc2ccccn2)c(C2CC2)nn1-c1ccc(F)cc1
    -9.9	-6.3	7.3
40	Oc1cccc(CN2CCN(c3cncc(Cl)n3)CC2)c1
    3.7	·	4.2

Whole records as entered above. Order of values: hcGAS lum | mcGAS lum | NPYLR7 agonist
Record of CCC(CC)C(=O)N(C)c1c(C)nc2c(OCc3ccccc3OC)cccn12 → -7.3 | -2.8 | 7.8
Record of c1nc(NC2CCCCC2)c2nc3n(c2n1)CCCCC3 → 2.4 | · | 7.1
Record of Cc1ccc(C2(O)CCN(Cc3cc4c(cc3Cl)OCO4)CC2)nc1 → -3.7 | · | 15.5
Record of O=C(NCC1(c2cccc(C(F)(F)F)c2)CCCC1)Nc1nncs1 → -5.6 | · | 11.2

More results:
Values run as follows: hcGAS lum	mcGAS lum	NPYLR7 agonist
41	CCOc1coc(C(=O)Nc2cccc(C(C)=O)c2)cc1=O
    -8.2	·	14.6
42	COc1ccc(CN(C)C2CC(=O)N(c3c(C)cccc3C)C2=O)c(OC)c1 (stereo not given)
    -5.7	-18.5	-0.5
43	CCCCn1c(=O)[nH]c2c(c1=O)CCC2
    2.0	·	16.2
44	COCC[C@]1(O)CCN(CCN2CCCC2=O)C[C@H]1C
    -14.9	-6.6	·
45	O=C(CSc1nnc(-c2ccccc2)n1-c1ccccc1)N/N=C\c1cccs1
    -9.0	·	-4.0
46	COc1cccc(CN2CCC2(C)C(=O)NCCc2c[nH]c3ccccc23)c1OC (stereo not given)
    -10.8	·	8.6
47	Cc1nc(Cn2nc(C3CCNCC3)n(Cc3ccccc3)c2=O)no1
    1.5	-17.5	2.1
48	COCCCN(Cc1csc(COc2c(OC)cccc2OC)n1)C(C)=O
    -6.0	-3.9	24.7
49	CC(O)CN(CC(=O)N(C)C1(C#N)CCCCC1)c1ccccc1 (stereo not given)
    -7.6	·	-1.3
50	COc1c(F)cc(-c2nccn2CC(C)O)cc1Cl (stereo not given)
    -8.6	-12.7	-1.4
51	COCCCn1c(C)cc(C(=O)Cn2nc(C)c(C)c(C#N)c2=O)c1C
    -4.7	·	7.1
52	Cc1cccc(-n2nc(-c3ccccc3Cl)cc2C(=O)N2CCN(c3ccccc3F)CC2)c1
    -3.0	-3.4	9.4
53	CC(=O)N1CCN(C(=O)Nc2ccc(C34CC5CC(CC(C5)C3)C4)cc2Cl)CC1
    -9.1	·	13.9
54	O=C(Cc1cc(-c2ccc(F)cc2F)on1)NCCCc1ccccc1
    -0.5	-6.2	2.4
55	CC(=O)OC1=C(c2c(C)cc(C)cc2C)C(=O)c2ccccc21
    5.3	·	-4.4
56	CCN(CC)S(=O)(=O)c1ccc(OC)c(N2CCN(C(=O)c3ccc(C#N)cc3)CC2)c1
    1.3	0.2	9.0
57	O=C(c1cnccn1)N1CCN(Cc2ccc(-c3noc(-c4ccccc4)n3)cc2)CC1
    -1.1	-4.8	5.4
58	COc1ccc2c(CN3CCCCC3c3ccccn3)[nH]nc2c1 (stereo not given)
    0.8	·	20.0
59	Cc1ccc(F)cc1CNC(=O)c1cc(Cn2ccc3ccccc32)[nH]n1
    -4.6	·	3.6
60	CCC(=O)Nc1c(C)nc2scc(C)n2c1=O
    -5.1	-8.6	14.7
61	CCC(C)c1ccc(NC(=O)CNc2ccc(F)c(C(=O)OC)c2)cc1 (stereo not given)
    -3.4	·	8.7
62	O=C1c2ccccc2C(=O)N1CSc1n[nH]c2nc3ccccc3n12
    -4.3	-2.0	-0.2
63	O=C(NCc1ccccn1)c1ccc(CSc2nc(-c3ccccc3)cc(N3CCCC3)n2)o1
    -1.6	-5.2	·
64	CCCS(=O)(=O)NC(=O)C1(C)CCN1C(=O)Cc1ccccc1Cl (stereo not given)
    -1.5	·	6.6
65	CN(C)N=Cc1ccc(P(=O)(c2ccccc2)c2ccccc2)n1C
    -12.5	·	0.2
66	Cn1cccc1C(=O)NCC1(NC(=O)c2cccn2C)CCOCC1
    -6.6	·	-0.7
67	Cc1ccsc1C(=O)N1CCN(c2ccc(NC(=O)c3ccco3)cn2)CC1
    0.5	-2.8	-5.8
68	CC(C)=CCc1c(O)cc2occ(-c3ccc4c(c3)OCO4)c(=O)c2c1O
    -5.2	-4.4	·
69	CSCC1CCN(C(=O)Nc2cc(Br)c[nH]c2=O)C1 (stereo not given)
    -8.4	-17.4	0.7
70	CCOC(=O)c1ccc(NC(=O)CC2CCCCN2S(=O)(=O)c2ccc(OC)cc2)cc1 (stereo not given)
    -2.2	·	7.0
71	CC1=NN(C(=O)c2ccccc2)C(O)(c2ccc(F)cc2)C1 (stereo not given)
    -1.1	-6.9	-7.4
72	Cc1ccccc1C1c2ccsc2CCN1C(=O)CN(CC1CCCO1)C(=O)COc1ccc(Cl)cc1 (stereo not given)
    -5.1	-4.0	-9.5
73	Cc1nc2c(OCc3ccc(F)c(F)c3)cccn2c1N(C)C(=O)CCC1CCCC1
    -5.0	-4.1	-5.2
74	Cc1nc2c(c(=O)n1C)CCN(c1cncc(C(=O)N3CCN(C)CC3)n1)CC2
    -10.0	-12.0	·
75	c1ccc2oc(-c3nnn(CC4CCCCO4)n3)cc2c1 (stereo not given)
    -12.2	·	-8.0
76	CCc1c(C(=O)N2CCCC2)c(C)nn1-c1ccccc1Cl
    -6.4	-5.9	2.5
77	COc1ccc(NC(=O)CC2CSc3nc4c(cnn4-c4ccccc4)c(=O)n32)cc1 (stereo not given)
    -10.2	-7.2	2.2
78	O=C1N(Nc2ccccc2)C(c2ccc(Br)cc2)C12CCCC2 (stereo not given)
    -3.0	-8.1	-13.2
79	O=c1cc(CSc2ccccn2)[nH]c(=O)[nH]1
    -1.7	·	0.1
80	Cc1cc(C(=O)NCC(F)(F)F)no1
    -5.2	·	7.9
81	COc1cccc(Oc2cc(N3CCN(C(=O)c4ccc(Cl)cc4Cl)CC3)ncn2)c1
    3.4	0.0	·
82	COC(=O)C[C@H]1C2(C)CC34OC5(C)O[C@@]6([C@H](OC)C(OC(=O)C(C)C)[C@]7(C)C(/C(=C(/OC)C(C)C)C(=O)O[C@H]7c7ccoc7)[C@@]6(O5)[C@H](OC)[C@@]3(OC)C2OC(C)=O)[C@]14C (stereo not given in full)
    -4.4	-3.2	·
83	COCCN1CCC(CN(CC2CCCO2)C(=O)C2CCOCC2)CC1 (stereo not given)
    -8.3	·	13.5
84	OCCCN(Cc1cc(Cl)cc2c1OCOC2)C1CCCc2ccccc21 (stereo not given)
    -4.4	·	9.8
85	Cn1ncc(Oc2cccc(Cl)c2)c(Nc2ccc(C(=O)NCc3ccco3)cc2)c1=O
    -9.0	-5.9	-7.3
86	Cn1c(=O)c2c(SCc3ccc(F)cc3)nc(C3CC3)nc2n(C)c1=O
    -3.1	·	7.4
87	C=C(C)COc1ccccc1C(=O)N(C)Cc1cc(C2CC2)n[nH]1
    -6.5	-11.5	6.5
88	O=c1ccc(-c2ccc(Br)cc2)nn1Cc1ccccc1
    -4.9	·	5.5
89	O=C(NCCCN1CCCC1=O)c1c(O)nc2ccccn2c1=O
    -9.5	-7.9	-1.5
90	Cc1cc(S(=O)(=O)N2CCC(CO)(Cc3ccc(Cl)cc3)CC2)c(C)s1
    -4.6	·	0.6
91	CCOC(=O)C1(C)CCN1C(=O)c1ccoc1 (stereo not given)
    -7.3	·	-2.3
92	COCCN(CC(=O)N1CC(=O)N(c2ccc(Cl)cc2)C1)C(=O)c1ccccc1OC
    1.5	-1.1	1.3
93	CC(=O)Nc1sc2c(c1C(N)=O)CCCC2
    -2.6	·	-3.9
94	CN(Cc1noc(C2CCCC2)n1)Cc1cnc(N2CCCC2)s1
    -19.6	-7.7	·
95	O=C(CCCc1cccs1)N1CCc2[nH]nc(-c3ccccc3)c2C1
    -7.8	·	13.3
96	Cc1cc(C(=O)NCCCOc2cccc([N+](=O)[O-])c2)nn1C
    -6.1	-1.3	-9.4
97	CCOC(=O)c1cc(-c2cccc(OC)c2)n(-c2ccc(C(=O)N3CCSCC3)cc2)n1
    -7.4	-7.7	-3.3
98	CN1CCc2ccc(S(=O)(=O)N(C)c3cccc(C#N)c3)cc21
    2.5	·	1.9
99	CC(=O)NCC1=CCCN(CC(=O)NC(C)c2ccc(C)cc2)C1 (stereo not given)
    0.7	-0.4	12.5
100	NC(=O)c1ccc(OCC(=O)NCc2ccco2)cc1
    0.3	·	3.2

Reprinted: compounds 66–67
Values run as follows: hcGAS lum	mcGAS lum	NPYLR7 agonist
66	Cn1cccc1C(=O)NCC1(NC(=O)c2cccn2C)CCOCC1
    -6.6	·	-0.7
67	Cc1ccsc1C(=O)N1CCN(c2ccc(NC(=O)c3ccco3)cn2)CC1
    0.5	-2.8	-5.8

Later entries:
Values run as follows: hcGAS lum	mcGAS lum	NPYLR7 agonist
101	CN(Cc1csc(-c2ccc(Cl)cc2)n1)CC1OCCO1
    -6.7	-2.5	-7.5
102	CCOC(=O)C1(CCOC)CCN(Cc2cn[nH]c2-c2cc(C)ccc2C)CC1
    -10.7	·	2.9
103	Cc1ccc(C)c(Cn2cccc2C2=NCCO2)c1
    -8.4	·	12.4
104	CC(C)C(=O)N1CCCC1(C)C(=O)N(C)Cc1ccccc1 (stereo not given)
    -16.5	-6.8	2.5
